Screening data: PubChem, several laboratories
NOD2 RIPK2 PPI: NOD2-RIPK2 binding disruptors in cells, primary screen, fluorescence, CHO cells, BLA complementation | Receptor-interacting serine/threonine-protein kinase 2 (Homo sapiens), O43353 | CCF4 ratio | inhibition, % at 4.98 µM | actives 0.38% (n = 360,000); in the data active means inhibition above about 21%;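 further: 0% = vehicle only and 100% = reference blocker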
Target sequence (O43353 whole entry, looked up): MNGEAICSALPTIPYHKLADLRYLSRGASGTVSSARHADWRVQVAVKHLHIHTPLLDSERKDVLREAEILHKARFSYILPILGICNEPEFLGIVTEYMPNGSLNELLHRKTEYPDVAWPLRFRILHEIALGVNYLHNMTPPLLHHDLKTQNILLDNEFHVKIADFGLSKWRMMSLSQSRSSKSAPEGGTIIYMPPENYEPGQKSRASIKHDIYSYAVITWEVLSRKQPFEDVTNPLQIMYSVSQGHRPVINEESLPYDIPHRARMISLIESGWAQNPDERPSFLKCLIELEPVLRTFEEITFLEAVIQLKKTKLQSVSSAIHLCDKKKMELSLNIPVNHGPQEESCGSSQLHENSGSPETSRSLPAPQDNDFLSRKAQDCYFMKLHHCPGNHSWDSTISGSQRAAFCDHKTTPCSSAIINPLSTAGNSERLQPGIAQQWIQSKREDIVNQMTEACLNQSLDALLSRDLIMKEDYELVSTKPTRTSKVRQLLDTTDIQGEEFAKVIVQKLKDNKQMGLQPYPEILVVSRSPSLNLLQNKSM
Exocytosis inh: LAMP-1 surface exposure blockers, TALL-104 cells – cell-based, flow cytometry, MLPCN library, primary screen | TALL-104 LAMP-1 surface exposure; cells stimulated with thapsigargin and PMA | actives 0.66% (n = 360,000) | inhibition, % at 10 µM;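 active means inhibition above about 55%, limit read from the data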
SRC1 inh: SRC1 coactivator transcriptional activity inhibitors, primary screen, cell-based, luminescence. Nuclear receptor coactivator 1 (Homo sapiens), Q15788. HEK293 GAL4-SRC1 luciferase reporter. inhibition, % at 3.6 µM. actives 0.12% (n = 360,000). AID 588354, 2011;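 active means inhibition above the campaign mean plus 3 SD, with each screening campaign given its own cutoff, cut at about 60% in these data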;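 further: 0% = DMSO treated cells and 100% = gossypol at 36 µM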
ABHD5-PLIN5 inh: ABHD5-PLIN5 interaction inhibitors, primary screen, cell lysate, split luciferase complementation, luminescence. Perilipin-5 (Homo sapiens) + 1-acylglycerol-3-phosphate O-acyltransferase ABHD5 (Homo …. Split G. princeps luciferase complementation, 4 h. inhibition, % at 4 µM. actives 0.78% (n = 360,000);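 active means inhibition above the mean inhibition across every tested compound plus 3 SD, cut at about 22% in these data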;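 further: 0% = DMSO only wells and the 100% control is not disclosed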
TROY signal inh: inhibitors of TROY-driven NF-kB signaling, primary screen, Q293 LMP1-TROYcd cells, NF-kB luciferase, uHTS | Q293 LMP1-TROYcd NF-kB luciferase reporter, 4 h | AID 1347056, 2019 | inhibition, % at 10 µM | actives 0.98% (n = 360,000);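 active means compounds whose plate-normalised and pattern-corrected inhibition of the luciferase reporter signal at the single screening dose is 50% or more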
SRC3 inh: SRC3 coactivator transcriptional activity inhibitors, primary screen, cell-based, luminescence. HEK293 GAL4-SRC3 luciferase reporter. inhibition, % at 3.6 µM. actives 0.17% (n = 360,000). AID 588352, 2011;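 active means inhibition above a per-campaign cutoff, the mean of all compounds plus 3 SD, cut at about 60% in these data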;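 further: 0% = DMSO-treated cells and 100% = gossypol-treated cells at 36 µM; higher means less SRC3-driven luciferase light from the GAL4 reporter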
SRC2 inh: inhibition of GAL4-SRC2 driven luciferase reporter, primary screen, SRC2 inhibitor project, cell-based, luminescence; actives 0.17% (n = 370,000); AID 651957, 2012; inhibition, % at 9 µM; Nuclear receptor coactivator 2 (Homo sapiens), Q15596; HEK293 GAL4-SRC2 luciferase reporter;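 active means inhibition above the mean inhibition of all tested compounds plus 3 SD, set per campaign, cut at about 52% in these data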;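 further: 0% = DMSO treated cells and 100% = cells given Gossypol at 36 µM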
NR5A2 inv ag: LRH-1 (NR5A2) inverse agonists, primary screen, cell-based, luminescence, HEK293T, StAR-luciferase reporter | LRH-1 transfected, 24 h | inhibition, % at 3.6 µM | actives 0.13% (n = 360,000) | AID 602396, 2012;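 active means inhibition above the mean inhibition of all tested compounds plus 3 SD, cut at about 73% in these data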;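 further: 0% = DMSO wells and 100% = reporter-only cells lacking LRH-1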
Target sequence (O00482 whole entry, looked up): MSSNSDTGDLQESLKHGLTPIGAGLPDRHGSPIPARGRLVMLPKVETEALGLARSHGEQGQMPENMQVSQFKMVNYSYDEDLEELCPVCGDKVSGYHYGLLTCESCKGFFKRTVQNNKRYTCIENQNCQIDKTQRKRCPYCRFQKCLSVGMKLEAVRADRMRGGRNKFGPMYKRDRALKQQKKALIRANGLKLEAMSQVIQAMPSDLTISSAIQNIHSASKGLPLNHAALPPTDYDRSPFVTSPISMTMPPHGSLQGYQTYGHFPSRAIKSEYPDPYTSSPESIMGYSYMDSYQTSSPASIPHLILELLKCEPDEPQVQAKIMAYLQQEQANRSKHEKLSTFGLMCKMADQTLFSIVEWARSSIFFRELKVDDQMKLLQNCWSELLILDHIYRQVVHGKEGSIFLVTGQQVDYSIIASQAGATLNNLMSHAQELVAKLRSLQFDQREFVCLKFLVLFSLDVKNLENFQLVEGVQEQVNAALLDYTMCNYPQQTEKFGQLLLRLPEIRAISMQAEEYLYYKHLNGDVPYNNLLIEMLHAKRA
TWEAK Fn14 block: inhibitors of TWEAK-Fn14 signaling, primary screen, luciferase reporter cells, uHTS. TWEAK-stimulated Fn14 reporter cells, luciferase luminescence, 8 h. inhibition, % at 10 µM. actives 2% (n = 360,000); in the data active means inhibition above about 50%
COUP-TFII inh: NR2F2 transcriptional activity inhibitors, primary screen, cell-based, luciferase reporter, HEK293T, luminescence | actives 0.7% (n = 370,000) | AID 686940, 2013 | COUP transcription factor 2 (Homo sapiens), P24468 | HEK293T NGFI-A luciferase reporter | inhibition, % at 8.6 µM;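 active means inhibition above a per-plate cutoff, mean inhibition of test wells between control levels plus 3 SD, cut at about 38% in these data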;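 further: cells cotransfected with COUP-TFII expression vector driving the NGFI-A reporter; 0% = median of COUP-TF2 test wells and 100% = reporter-only cells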
TLR9-MyD88 block: inhibitors of TLR9-MyD88 association in cells, primary screen, cell-based, CHO, BLA complementation, fluorescence; Toll-like receptor 9 (Homo sapiens) + Myeloid differentiation primary response protein …; CCF4 FRET ratio; inhibition, % at 4.98 µM; actives 0.21% (n = 340,000);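 active means inhibition above the mean over all tested compounds plus 3 SD, cut at about 21% in these data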;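 further: 0% = DMSO only wells and 100% = clavulanate BLA inhibitor control wells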
The depositor's hits bear a star; . = not tested or not shown.

SMILES	NOD2 RIPK2 PPI	Exocytosis inh	SRC1 inh	ABHD5-PLIN5 inh	TROY signal inh	SRC3 inh	SRC2 inh	NR5A2 inv ag	TWEAK Fn14 block	COUP-TFII inh	TLR9-MyD88 block
O=C(N/N=C/c1c[nH]c2ccccc12)c1sc2ccccc2c1Cl	2	2	-75	3	-30	-19	-35	-66	-25	3	7
CSc1ccc(/C=N/NC(=O)CNc2cccc3ccccc23)cc1	-2	3	-1	-6	48	11	-13	20	3	-2	-3
COc1ccc(CNS(=O)(=O)c2cc(-c3cc(C)no3)ccc2C)cc1OC	6	3	-3	0	2	-3	9	11	-14	22	5
O=C(CSc1cccc[n+]1[O-])Nc1ccc(Br)cc1Br	-6	-1	-5	-4	-12	-35	-36	12	-30	-5	-10
CN(C)C(=O)CCC(=O)N1CCCC(C(=O)c2ccc3c4c(cccc24)CC3)C1 (stereo not given)	-8	1	2	1	-21	14	-1	0	14	10	-5
COc1ccc(-c2c(-c3ccc(OC)cc3O)nc(C)nc2C(F)(F)F)cc1	-3	28	7	-2	9	5	-2	-7	6	3	-3
O=c1c2cc(N3CCOCC3)ccc2[nH]c(=S)n1Cc1ccco1	2	-5	-1	25*	8	-15	-14	-15	5	15	2
Cc1nc2ccc(C(=O)Nc3ccc4c(c3)OCC(=O)N4)cn2c1N(C)C(=O)CCc1ccccc1	-1	0	12	7	6	7	2	-24	-8	-11	.
COc1ccc(S(=O)(=O)N(Cc2ccccc2)Cc2nc(-c3ccccc3)no2)cc1	4	-22	-15	-7	4	-14	-11	-11	30	8	-14
Cn1c(SCC(=O)NN2C(=O)NC(C)(c3ccccc3)C2=O)nnc1-c1ccncc1 (stereo not given)	11	-4	-17	4	14	4	-11	5	3	-15	-1
O=[N+]([O-])c1cccc(/C=N/NS(=O)(=O)c2ccccc2)c1	-1	3	-8	1	-13	13	-10	6	9	-4	-2
COC(=O)c1cc(NS(=O)(=O)c2ccc3c(c2)c(=O)n(C)c(=O)n3C)cc(C(=O)OC)c1	-4	2	13	0	9	15	-18	-5	0	-9	6
Cc1noc(C)c1S(=O)(=O)N(C)Cc1ccccc1	6	2	-19	3	-3	20	-2	-3	8	-12	2
O=S(=O)(c1ccc(Cl)nc1)N1CCC(Cc2ccccc2)CC1	-11	-4	-11	-1	6	12	25	-2	-14	6	-6
CCOC(=O)c1cc(C)nc(S(C)(=O)=O)c1C#N	2	-7	-21	2	19	-18	-20	-17	1	7	3
Cc1ccc(NC(=O)C(=O)NCC2CCCN2S(=O)(=O)c2cccs2)cc1C (stereo not given)	-8	12	-1	3	-23	-26	-10	9	-21	29	8
C[C@H](CO)N1C[C@H](C)[C@@H](CN(C)S(=O)(=O)c2cccs2)Oc2ccc(NC(=O)Nc3ccc4c(c3)OCO4)cc2C1=O	0	-1	1	-4	4	14	12	-12	13	4	-8
CC(C)CN(C(=O)C1CCCO1)C1CCS(=O)(=O)C1 (stereo not given)	-1	-7	21	-1	18	-4	-32	4	15	-12	-2
O=S1(=O)c2ccc(Br)cc2N2CCC[C@@H]2CN1Cc1ccc(Cl)cc1	-13	0	0	-3	8	-2	9	3	10	10	-25
COc1ccc(NS(=O)(=O)c2cc(NC(=O)c3cccc(OCc4c(C)noc4C)c3)ccc2OC)cc1	-2	3	-26	10	8	23	2	-27	33	1	-5
COc1cc(OC)c2c(-c3cccc(-c4ccc(OC)c(F)c4)c3)cc(=O)oc2c1	6	1	-32	-1	4	8	-3	21	-26	-77	3
O=C(O)c1ccccc1OCCOCCOc1ccccc1C(=O)O	-11	-2	-15	8	3	12	2	-5	8	7	-6
Cc1ccc(Sc2c(C=O)c3ccccc3n2C)cc1	-9	-2	47	-3	52*	47	44	13	69*	27	-1
Cc1ccccc1/C=N/NC(=O)CSc1nc2ccccc2o1	2	4	-39	3	48	1	0	-28	65*	-2	1
Cc1ccc(S(=O)(=O)N2CCOCC2)cc1C(=O)NCc1cn2ccsc2n1	-14	8	11	8	-12	19	-37	20	11	8	4
O=C(Oc1ccccc1)c1ccc(NC(=O)c2ccco2)cc1	12	-1	-7	-4	-16	16	-26	-4	-28	-4	-3
Cc1nn(-c2ccccc2)cc1/C=N/O	-7	-2	-28	-2	-17	-17	-8	-18	6	2	-1
O=C(c1cc(COc2ccc(F)cc2Cl)on1)N1CCCC(OCc2cccnc2)C1 (stereo not given)	1	14	4	5	-29	-8	12	-32	-2	-4	-4
CCOC(=O)c1cc(=O)nc(N)s1	1	-3	-3	19	3	5	2	11	18	-5	-4
COC(=O)c1ccc(COC(=O)CNC(=O)c2cccc(OC)c2)o1	7	2	-14	2	-16	9	10	-4	6	6	-7

Copied from the listing (10 entries):
SMILES	NOD2 RIPK2 PPI	Exocytosis inh	SRC1 inh	ABHD5-PLIN5 inh	TROY signal inh	SRC3 inh	SRC2 inh	NR5A2 inv ag	TWEAK Fn14 block	COUP-TFII inh	TLR9-MyD88 block
O=S1(=O)c2ccc(Br)cc2N2CCC[C@@H]2CN1Cc1ccc(Cl)cc1	-13	0	0	-3	8	-2	9	3	10	10	-25
COc1ccc(NS(=O)(=O)c2cc(NC(=O)c3cccc(OCc4c(C)noc4C)c3)ccc2OC)cc1	-2	3	-26	10	8	23	2	-27	33	1	-5
COc1cc(OC)c2c(-c3cccc(-c4ccc(OC)c(F)c4)c3)cc(=O)oc2c1	6	1	-32	-1	4	8	-3	21	-26	-77	3
O=C(O)c1ccccc1OCCOCCOc1ccccc1C(=O)O	-11	-2	-15	8	3	12	2	-5	8	7	-6
Cc1ccc(Sc2c(C=O)c3ccccc3n2C)cc1	-9	-2	47	-3	52*	47	44	13	69*	27	-1
Cc1ccccc1/C=N/NC(=O)CSc1nc2ccccc2o1	2	4	-39	3	48	1	0	-28	65*	-2	1
Cc1ccc(S(=O)(=O)N2CCOCC2)cc1C(=O)NCc1cn2ccsc2n1	-14	8	11	8	-12	19	-37	20	11	8	4
O=C(Oc1ccccc1)c1ccc(NC(=O)c2ccco2)cc1	12	-1	-7	-4	-16	16	-26	-4	-28	-4	-3
Cc1nn(-c2ccccc2)cc1/C=N/O	-7	-2	-28	-2	-17	-17	-8	-18	6	2	-1
O=C(c1cc(COc2ccc(F)cc2Cl)on1)N1CCCC(OCc2cccnc2)C1 (stereo not given)	1	14	4	5	-29	-8	12	-32	-2	-4	-4

Remaining list, next part:
SMILES	NOD2 RIPK2 PPI	Exocytosis inh	SRC1 inh	ABHD5-PLIN5 inh	TROY signal inh	SRC3 inh	SRC2 inh	NR5A2 inv ag	TWEAK Fn14 block	COUP-TFII inh	TLR9-MyD88 block
COc1ccc(S(=O)(=O)N2CCCCC2c2cc(C(=O)Nc3ccccc3)no2)cc1 (stereo not given)	1	-4	-5	7	11	-6	0	-2	-8	18	.
C[C@H]1CN([C@@H](C)CO)S(=O)(=O)c2ccc(C#Cc3ccccn3)cc2O[C@H]1CN(C)Cc1ccc(F)cc1	-7	2	3	-7	-8	9	-11	3	9	1	-4
CCc1nnc(NC(=O)CCC(=O)NCc2ccccc2OC)s1	2	-6	13	13	-33	7	-27	5	-2	-4	-3
CC(C)[C@@H](CO)NC(=O)c1ccc2c3n(nc2c1)-c1ccc(Cl)cc1CO3	-11	-5	-65	4	-54	-98	-30	-83	-20	-22	-4
COc1ccc(S(=O)(=O)N2CCCCCC2)cc1NS(=O)(=O)c1cc(C(=O)O)cc(C)c1C	4	-1	1	0	9	-14	18	-4	16	-1	-3
O=C(O)Cc1nc(-c2cccnc2)sc1-c1ccc(Br)cc1	-21	3	-13	6	10	-3	-16	-15	17	-1	-5
CC(C)CN(C(=O)CCNC(=O)c1ccc([N+](=O)[O-])cc1)C1CCS(=O)(=O)C1 (stereo not given)	-11	-19	2	-2	8	-8	11	1	-10	-9	-6
COc1ccc2cc3cc(C(=O)Nc4ccccc4N4CCN(C)CC4)oc3nc2c1	3	21	4	12	-12	18	15	18	34	-4	-10
CSc1nc(S(C)(=O)=O)nc2[nH]c(=O)[nH]c12	-9	-4	-18	-9	-6	-5	1	-13	-5	-4	0
CCOC(=O)CNC(=O)CN1C(=O)CCSc2ccccc21	2	0	2	2	0	5	-34	-23	0	16	-2
CCOc1cc(CNCCc2ccc(S(N)(=O)=O)cc2)cc(Cl)c1OCc1ccccc1	8	54	1	12	7	9	.	12	18	.	2
Cc1ccc(N(CC(=O)NCc2ccccc2)C(=O)CCC(=O)Nc2ccccn2)cc1C	-8	14	-13	-11	-31	10	-40	4	-10	4	1
CCc1cccc(NS(=O)(=O)c2c(C)nc3scc(C)n3c2=O)c1	-3	0	-35	-3	-36	-9	26	1	25	-3	2
O=C(NCc1ccco1)c1cc2n(n1)C(C(F)(F)F)CC(c1ccc(Br)cc1)N2 (stereo not given)	14	3	-6	-3	-9	1	3	29	-9	-4	0
Cc1cccc(-n2cnc3cc(C(=O)N4CCc5ccccc54)ccc32)c1	2	-5	6	5	3	-1	10	-20	-8	4	-1
CCC(=O)N1CCC2(CC1)Oc1ccc(F)cc1C(=O)C21CC(c2ccc(Cl)cc2)=NO1 (stereo not given)	-6	-1	1	-6	5	-3	-35	-2	-27	2	0
O=C(Cn1cc(C(=O)c2ccco2)c2ccccc21)Nc1ccccc1F	-12	-3	19	5	-26	8	6	-5	5	-2	-7
CN(C)S(=O)(=O)c1ccc(C(=O)Nc2cccc(S(=O)(=O)NC3=NCCC3)c2)cc1	3	1	-3	-3	17	2	1	2	10	-1	6
CCc1cc(-c2n[nH]c(CCC(=O)O)c2-c2nc3ccccc3n2C)c(O)cc1O	-5	-2	-4	-3	-23	8	-19	7	12	-4	0
O=C(NNC(=O)c1cc(-c2ccccc2)nc2ccccc12)c1csc(N2CCOCC2)n1	-3	-4	-6	15	14	-3	-7	-10	-4	10	-12
COc1cccc(CNS(=O)(=O)c2cccc(S(=O)(=O)N3CCOCC3)c2)c1	-16	-3	-25	3	0	10	1	-4	-11	-14	-4
CC(C)c1ccc(NC2CCCN(C(=O)c3cnc4ccccn4c3=O)C2)cc1 (stereo not given)	0	-1	3	1	6	15	20	16	17	1	8
CCOC(=O)C1CCC(CN(Cc2ccccc2C)S(=O)(=O)c2ccc([N+](=O)[O-])cc2)CC1 (stereo not given)	0	3	-32	-3	16	14	10	7	3	17	3

An excerpt; the hit share may differ from the screen's.
